# Screening data as filed in PubChem.
# RXFP1 agonist – qHTS Assay for Agonists of the Relaxin Receptor RXFP1 | Relaxin receptor 1 (Homo sapiens), Q9HBX9 | HEK293T-RXFP1 cAMP TR-FRET, 30 min; response scale: percent of porcine relaxin response, buffer zero | Potency, µM (top dose mostly 57.5 µM), without a hit: top-dose activation, most hits filed as activators | actives 0.3% (n = 370,000) | AID 2676, 2010; active = well fitted activation curve with a large enough effect; note: potency is the fitted concentration of half-maximal effect; % is set by controls: 0 for no effect and ±100 for the full control effect; nearly all actives have a fitted effect of over 60% in size; many of its hits are not listed in these tables
#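 HEK293T cells stably expressing RXFP1 were pretreated with the PDE4 inhibitor Ro 20174, exposed to compounds for 30 min at 37C, lysed, and cAMP was read by TR-FRET. Data normalized to buffer (basal) and 29 nM porcine relaxin (100%).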
# D2 antag – HTS Assay for Allosteric Antagonists of the Human D2 Dopamine Receptor: Primary Screen for Antagonists; actives 2% (n = 340,000); D(2) dopamine receptor (Homo sapiens), P14416; inhibition, % at 10 µM; HEK293 TREx D2 cells, calcium flux, dopamine EC80; in the data active = inhibition above about 30%; note: 0% is about no effect
# Target sequence (P14416 whole entry, looked up): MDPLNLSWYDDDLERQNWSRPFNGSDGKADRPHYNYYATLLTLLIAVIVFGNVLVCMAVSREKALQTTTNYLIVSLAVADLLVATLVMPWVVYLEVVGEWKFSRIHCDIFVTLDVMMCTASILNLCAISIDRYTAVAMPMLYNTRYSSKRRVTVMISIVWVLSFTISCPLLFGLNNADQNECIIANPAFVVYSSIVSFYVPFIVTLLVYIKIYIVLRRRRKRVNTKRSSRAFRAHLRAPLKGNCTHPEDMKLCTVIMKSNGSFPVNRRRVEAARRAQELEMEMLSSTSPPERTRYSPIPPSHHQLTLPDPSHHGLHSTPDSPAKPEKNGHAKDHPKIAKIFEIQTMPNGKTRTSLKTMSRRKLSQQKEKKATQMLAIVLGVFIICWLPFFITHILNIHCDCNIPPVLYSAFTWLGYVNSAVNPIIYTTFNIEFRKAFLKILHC
#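 Antagonism is scored as inhibition of an EC80 dopamine-evoked calcium signal in a force-coupled, tetracycline-inducible HEK293 T-REx D2 line, with compound present 180 s before agonist.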
# D1 agonist – Allosteric Agonists of the Human D1 Dopamine Receptor: qHTS | actives 1% (n = 360,000) | activation, % at 2 µM | HEK293 T-REx D1 cells, calcium flux, agonist mode; in the data active = activation above about 30%; note: 0% is about no effect
# Target sequence (P21728 whole entry, looked up): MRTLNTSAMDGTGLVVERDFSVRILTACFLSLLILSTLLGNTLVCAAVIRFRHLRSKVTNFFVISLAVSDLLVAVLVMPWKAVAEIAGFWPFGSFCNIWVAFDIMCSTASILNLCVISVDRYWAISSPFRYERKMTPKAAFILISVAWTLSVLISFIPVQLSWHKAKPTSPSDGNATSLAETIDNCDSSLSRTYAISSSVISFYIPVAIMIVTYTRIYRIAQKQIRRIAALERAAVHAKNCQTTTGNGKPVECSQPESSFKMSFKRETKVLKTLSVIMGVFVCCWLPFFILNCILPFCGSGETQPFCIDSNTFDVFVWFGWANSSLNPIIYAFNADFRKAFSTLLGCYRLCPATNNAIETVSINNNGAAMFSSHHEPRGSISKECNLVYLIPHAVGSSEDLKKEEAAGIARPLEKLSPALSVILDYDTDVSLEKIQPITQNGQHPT
#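 Inducible HEK293 T-REx D1 cells, force-coupled to calcium signalling, were plated at 4000 cells/well with tetracycline and held overnight at 30 C. After no-wash calcium dye loading, compound-evoked calcium rise over 180 s flagged agonists.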
# D2 potentiator – HTS Assay for Positive Allosteric Modulators of the Human D2 Dopamine Receptor: Primary Screen for Potentiators; D(2) dopamine receptor (Homo sapiens), P14416; HEK293 T-REx D2, calcium flux, EC20 dopamine potentiation; potentiation, % at 10 µM; actives 0.34% (n = 340,000); AID 485347, 2010;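 active = potentiation over 3 SD above the plate norm, cut at about 30% in these data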; note: 0% is about no effect
#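 Potentiation of an EC20 dopamine calcium response is measured in a force-coupled, tetracycline-inducible Hek293 Trex D2 line. Compound-only kinetic reads over 180 s flag agonists before dopamine addition.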
# RXFP1 antag – qHTS Assay for Antagonists of the Relaxin Receptor RXFP1; HEK293-RXFP1, relaxin-stimulated cAMP HTRF, 30 min; stronger effect = lower value; activity change, negative = inhibition, % at 57.5 µM; actives 0.59% (n = 350,000); AID 1259400, 2018;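 active = activity change of -60% or lower, but not beyond a set lower limit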; note: % is set by controls: 0 for no effect and ±100 for the full control effect
# D1 potentiator – Potentiators of Human D1 Dopamine Receptor: qHTS; potentiation, % at 10 µM; AID 504651, 2011; HEK293 TREx D1 cells, calcium flux, dopamine EC20 potentiation; D(1A) dopamine receptor (Homo sapiens), P21728; actives 0.036% (n = 360,000); in the data active = potentiation above about 30%; note: 0% is about no effect
# D1 antag – Antagonist of Human D 1 Dopamine Receptor: qHTS; D(1A) dopamine receptor (Homo sapiens), P21728; HEK293 TREx D1 cells, calcium flux, dopamine EC80; stronger effect = lower value; activity change, negative = inhibition, % at 10 µM; actives 3.2% (n = 360,000); in the data active = activity change below about -30%; note: % is set by controls: 0 for no effect and ±100 for the full control effect
#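 Compound effects on dopamine-evoked calcium signalling were measured in tetracycline-induced HEK293 Trex D1 cells. Dopamine at EC80 followed a 180 s compound pre-read, and fluorescence was tracked kinetically for 180 s more.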
# TRHR enhancer – qHTS for Small Molecule Agonists and Allosteric Enhancers of Human TRH Receptor: Primary Screen for Enhancers | actives 0.66% (n = 360,000) | TRHR cells, fluo-8 calcium fluorescence, EC20 TRH enhancement | AID 493056, 2011 | Thyrotropin-releasing hormone receptor (Homo sapiens), P34981 | enhancement, % at 2 µM; in the data active = enhancement above about 30%; note: 0% is about no effect
#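 Enhancer read-out: after compound pinning and an initial kinetic agonist-mode read, an EC20 of TRH (10 nM final) was injected and fluo-8 calcium signal (Ex 480/Em 530) followed at 1 s/cycle for 100 cycles in TRHR-expressing cells.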
# D2 ag – HTS Assay for Allosteric Agonists of the Human D2 Dopamine Receptor: Primary Screen for Agonists | D(2) dopamine receptor (Homo sapiens), P14416 | HEK293 T-REx D2 cells, calcium flux agonist mode | activation, % at 2 µM | actives 0.53% (n = 340,000);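 active = activation over 3 SD above normal in the single-dose calcium agonist read, cut at about 30% in these data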; note: 0% is about no effect
#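 Calcium-flux readout, 1 cycle/sec over 180 s following compound pin transfer, in inducible HEK293 Trex D2 cells (force-coupled); dopamine controls included. Positive calcium responses during this window marked compounds as potential agonists.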
# * = called active by the depositor; · = no result given; & = joins results of further samples. This is a subset. The share of hits here may be higher or lower than overall.
SMILES,RXFP1 agonist,D2 antag,D1 agonist,D2 potentiator,RXFP1 antag,D1 potentiator,D1 antag,TRHR enhancer,D2 ag
CC1CCN(C(=S)Nc2cccc(S(=O)(=O)N(C)C)c2)CC1,3.9%,2,6,5,9,5,-6,-1,-0.1
CS(=O)(=O)c1ccc(C(=O)Nc2ccccc2N2CCOCC2)c(Cl)c1,-0.7%,-1,3,9,-3,-3,-1,0,-0.3
CC1=C([N+](=O)[O-])C(c2ccccc2C(F)(F)F)NC(=O)N1C (configuration not stated),0.2%,3,2,5,-2,2,-6,2,0.5
O=C(NC(=O)c1ccccc1F)OCc1ccc(Cl)cc1Cl,-1.1%,-9,6,-8,-23,-3,7,5,-0.6
CN(C(=O)c1ccc(NC(=O)Cc2ccc(NC(=O)C3CCCN(C(=O)CCc4ccccc4)C3)cc2)cc1)C1CC1 (configuration not stated),-0.3%,20,5,7,·,0,75,-3,0.3
CC(=O)NCCc1ccc(S(=O)(=O)N2CCN(c3nc(-c4ccccc4)c(C)s3)CC2)cc1,3.1%,-17,6,0,-3,6,3,5,-0.8
O=C(Cn1ccn(-c2ccc(F)c(F)c2)c(=O)c1=O)c1ccc(F)cc1,-0.9%,·,0,-3,21,0,13,-4,1.7
Cc1ccc(S(=O)(=O)N2CCN(c3nc(C)nc4sc(C)c(C)c34)CC2)cc1,23%,15,3,16,·,4,0,25,0.0
C=CCNc1nc(Cl)nc(Nc2ccc(OC)cc2OC)n1,0.2%,-13,1,1,1,-2,4,-6,0.2
Cc1ccc(NC(=O)CSc2nc(N)c(-c3ccccc3)c(=O)[nH]2)cc1Cl,3.2%,-10,4,-9,-19,-2,13,-5,0.4
COc1ccc(-n2nc3c(c2NC(=O)c2ccc(Br)o2)CS(=O)(=O)C3)cc1,-1.3%,-12,8,13,7,3,-14,3,0.1
Cc1cccc(Cl)c1OCCCn1ccnc1,2.2%,5,4,14,2,-1,-17,-1,-0.5
CCCOc1ccc(NC(=O)CC2C(=O)N(c3ccc(OCC)cc3)C(=S)N2C2CC2)cc1 (configuration not stated),-4.4%,-7,2,2,-1,2,-23,8,1.2
COc1cc(C2c3sc(=O)[nH]c3SC3C4CCC(C4)C23)ccc1O (configuration not stated),2.5%,12,1,25,0,-3,3,2,-1.4
CCOC(=O)N1N=C(c2ccc(OC)cc2)CC1(O)C(F)(F)F (configuration not stated),0.5%,-16,2,9,2,-7,1,32*,0.3
O=C(NCCCCc1ccccc1)c1ccc(Br)cc1,1.6%,-7,2,1,12,2,-20,-4,0.1
Cc1cc(C)cc(NC(=O)CSc2nc(=O)n(Cc3ccccn3)c3c2CCC3)c1,0.1%,·,-3,2,·,-1,·,11,1.6
O=C(COC(=O)CNC(=O)c1ccccc1F)NCCNC(=O)COC(=O)CNC(=O)c1ccccc1F,-1.4%,-10,1,1,-6,0,0,-2,0.6
O=C(Nc1ccc(-c2nc3cccnc3s2)cc1)c1cccnc1Cl,6.2%,-11,2,17,-11,-10,-8,4,0.7
CC(C)c1nc(SCC(=O)Nc2cccc(S(N)(=O)=O)c2)n[nH]1,0.7%,16,1,6,-4,-9,1,0,-0.1
CCCN(Cc1cc2ccc(C)cc2[nH]c1=O)C(=O)c1cccnc1,0.4%,-8,4,-6,-1,-3,3,-6,0.1
CC(C)(Oc1ccc(Cl)cc1)C(=O)NCC(c1cccs1)N1CCOCC1 (configuration not stated),0.4%,15,4,7,-22,-6,-26,-1,-0.3
COC(=O)C1=C(O)/C(=C\c2cc(C)n(-c3ccccc3F)c2C)N=C1C,0.1%,3,5,·,-11,-5,-3,16,-0.6
CCN(CC)c1ccc(/C=N/OC(C)C(=O)Nc2ccc(C)cc2)cc1 (configuration not stated),0.4%,-2,4,3,0,8,19,-2,-1.7
O=C(NC1CCCCC1)NC1CC2CCC(C1)N2C(=O)NC1CCCCC1 (configuration not stated),0.5%,3,0,11,·,0,-11,2,0.5
COc1ccccc1N1C(=O)C2C3C=CC(C3)C2C1=O (configuration not stated),-4.1%,·,5,·,0,-8,3,1,·
CCOc1ccc(-n2cc(C(=O)NCc3ccco3)c3cc(OC)c(OC)cc3c2=O)cc1,2.6%,6,0,7,-7,-7,-6,-3,-0.3
CCOC(=O)C(CCCCCCC(NC(C)=O)(C(=O)OCC)C(=O)OCC)(NC(C)=O)C(=O)OCC,-9.0%,2,3,18,-4,9,12,5,0.6
COc1ccc(OC)c(NCc2nnc(-c3ccccc3)o2)c1,0.4%,-22,1,0,3,4,-2,0,0.5
COn1c(-c2ccccc2)c(C=O)c2ccccc21,-0.8%,-7,1,-8,-17,-8,8,-7,-0.6
Cc1cccc(C(=O)Nc2nc3c(s2)CCCC3)c1,1.9%,·,-1,-15,-87*,2,-4,21,-1.5
CN1CCN(C(=O)c2cc(Cl)cc(Cl)c2NC(=O)c2ccco2)CC1,3.3%,12,2,17,-6,-4,3,-5,0.5
CCOc1cccc(C(=O)NC(=S)Nc2ccc3c(c2)OCCO3)c1,-2.1%,9,2,5,-5,-6,8,-2,-0.5
O=C(Nc1ccc(F)cc1)N1CCN(c2ccc3nnc(-c4ccc(F)cc4)n3n2)CC1,5.5%&1.1%,20,0&1,2&-10,·,-5,4&6,4&1,-0.5
CCOC(=O)c1ccc(NS(=O)(=O)c2cccc3nsnc23)cc1,-0.6%,11,-1,-3,-3,-3,11,1,-0.4
CC(C)(C)c1ccc(-n2ncc3c2CCCC3NC(=O)CCN2CCCO2)cc1 (configuration not stated),0.4%,-2,16,4,-11,-1,3,-5,-3.4

# Filtered by structure: the entries above containing a thiophene ring, fused or not
SMILES,RXFP1 agonist,D2 antag,D1 agonist,D2 potentiator,RXFP1 antag,D1 potentiator,D1 antag,TRHR enhancer,D2 ag
Cc1ccc(S(=O)(=O)N2CCN(c3nc(C)nc4sc(C)c(C)c34)CC2)cc1,23%,15,3,16,·,4,0,25,0.0
CC(C)(Oc1ccc(Cl)cc1)C(=O)NCC(c1cccs1)N1CCOCC1 (configuration not stated),0.4%,15,4,7,-22,-6,-26,-1,-0.3

# Carrying on.
SMILES,RXFP1 agonist,D2 antag,D1 agonist,D2 potentiator,RXFP1 antag,D1 potentiator,D1 antag,TRHR enhancer,D2 ag
Cc1ccc(S(=O)(=O)Nc2n[nH]nc2C(=O)NC2CCCCC2)cc1,9.7%,8,0,-3,-19,6,0,-3,0.5
COc1ccc(CCN2C(=O)C3C4CC(C5C(C(=O)N/N=C\c6ccc(Cl)cc6)=NOC45)C3C2=O)cc1OC (configuration not stated),0.7%,13,4,-14,-15,-9,-4,-1,-2.4
COc1cc(NC(=O)c2ccc(Br)o2)c(C(=O)O)cc1OC,0.2%,16,0,-4,3,-2,-19,-12,1.0
Nc1c(C(=O)O)sc2nc(-c3ccccc3)c3c(c12)CCCC3,2.6%,2,0,13,2,-4,4,8,0.3
Cn1nccc1C(=O)NC1CCCc2c1cnn2-c1ccccc1F (configuration not stated),-1.4%,-1,20,-2,-23,1,-11,-4,1.4
CCOC(=O)c1ccc(NC(=S)N2CCN(C(=O)C3CCCO3)CC2)cc1 (configuration not stated),-0.8%,-9,2,0,-2,-3,7,2,0.9
COc1ccccc1C(=O)NC(=O)Nc1ccc(-n2nc(C(F)(F)F)cc2C(F)(F)F)cc1,-3.2%,·,-1,-2,-14,-5,9,-5,0.2
CN(C)S(=O)(=O)Oc1ccccc1C(=O)Nc1ccc(F)cc1F,1.2%,0,0,16,3,11,-19,4,0.7
CCc1ccc(OCC(=O)N2CCN(c3ccccc3F)CC2)cc1,-1.9%,-21,1,-2,1,-9,7,-2,-0.4
CN(C)c1ccc(C=NCCC2(O)CCOC(C)(C)C2)cc1 (configuration not stated),0.3%,-16,0,-5,-3,-2,4,-2,0.2
O=C(CCN1N=C(c2ccccc2)CCC1=O)NCCCN1CCOCC1,-0.9%,-7,3,10,19,-4,4,-3,0.2
Cc1ccccc1CSc1cn(CCNC(=O)c2cccs2)c2ccccc12,0.1%,·,0,-7,·,-4,-2,-4,0.0

# Another view of 3 compounds above.
SMILES	RXFP1 agonist	D2 antag	D1 agonist	D2 potentiator	RXFP1 antag	D1 potentiator	D1 antag	TRHR enhancer	D2 ag
CCOc1cccc(C(=O)NC(=S)Nc2ccc3c(c2)OCCO3)c1	-2.1%	9	2	5	-5	-6	8	-2	-0.5
O=C(Nc1ccc(F)cc1)N1CCN(c2ccc3nnc(-c4ccc(F)cc4)n3n2)CC1	5.5%&1.1%	20	0&1	2&-10	·	-5	4&6	4&1	-0.5
CCOC(=O)c1ccc(NS(=O)(=O)c2cccc3nsnc23)cc1	-0.6%	11	-1	-3	-3	-3	11	1	-0.4

# Additional entries:
SMILES,RXFP1 agonist,D2 antag,D1 agonist,D2 potentiator,RXFP1 antag,D1 potentiator,D1 antag,TRHR enhancer,D2 ag
O=C(NNC(=O)c1ccco1)Nc1ccccc1,-1.3%,15,1,-1,-6,-7,14,-5,-1.7
CN(C)C(=O)c1ccc(S(=O)(=O)NCc2ccccc2Cl)s1,-1.4%,·,2,3,·,0,-18,2,0.6
COc1ccccc1NC(=O)c1cc[n+]([O-])cc1,-4.1%,4,1,-7,5,-2,2,1,1.8
CC(CC(=O)Nc1ccc(Cl)c(S(=O)(=O)N2CCOCC2)c1)c1ccccc1 (configuration not stated),0.6%,-2,10,0,-4,-5,-19,-11,1.4
O=C(Cn1cnc2cc([N+](=O)[O-])ccc2c1=O)NC1CCS(=O)(=O)C1 (configuration not stated),12%,-2,6,9,1,-4,12,0,0.3
O=C(NC1CCCC1)C1c2ccccc2C(=O)N1CCCN1CCOCC1 (configuration not stated),-1.0%,5,-3,0,·,0,-6,-2,-0.1
O=[N+]([O-])c1cc(/C=N/n2c(-c3ccncc3)n[nH]c2=S)ccc1Cl,-0.8%,14,2,3,-19,-4,14,4,1.4
CC(C)C(=O)N1N=C(c2ccc(NS(C)(=O)=O)cc2)CC1c1cccs1 (configuration not stated),5.8%,12,1,-7,-10,-6,6,-1,-1.0
Cn1c(-c2nonc2N)nc2ccccc21,1.2%,-9,3,-6,1,1,7,-6,0.5
Cc1onc(-c2ccccc2)c1CNS(=O)(=O)c1cccc(Br)c1,-0.4%,5,1,4,-7,-3,0,5,-0.7
O=C(c1cnn2c(C(F)(F)F)cc(-c3cccs3)nc12)N1CCCC1,-1.3%,27,1,0,8,-8,-18,4,1.1
COc1ccc(CCN(Cc2cc3ccc(C)cc3[nH]c2=O)C(C)=O)cc1OC,-0.5%,-7,2,0,-12,-3,11,28,0.8
